MITF TRPM1 inh: inhibitors of MITF-driven TRPM1 promoter in melanoma cells | SK-MEL-5 TRPM1 promoter luciferase, 24 h | inhibition, % at 12.5 µM | hit rate 0.83% among 330,000 | AID 488899;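 active means mean inhibition across replicates of 60% or more, whatever share of single replicates reaches that level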; further: values of inactives mirror those of a sister screen read the other way
Peg3 promoter: inhibitors of Peg3 promoter | HeLa PEG-Prom luciferase reporter, luminescence, overnight | inhibition, % at 20 µM | hit rate 1.7% among 360,000;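 active means inhibition of at least 50% at 20 µM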
NR2E3 ag-1: agonists of human NR2E3 nuclear receptor | hit rate 0.35% among 360,000 | AID 602229 | CHO-S Gal4-NCOR/VP16-NR2E3 two-hybrid, luciferase | inhibition of corepressor binding, % at 3.98 µM;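 active means inhibition above the mean of all tested compounds plus 3 SD, cut at about 70% in these data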;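 further: 0% = DMSO with NR2E3 transfected cells and 100% = cells lacking NR2E3 construct; higher means lower luciferase signal from less NR2E3 corepressor binding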
Target sequence (Q9Y5X4 whole entry, looked up, the tested form may be a part): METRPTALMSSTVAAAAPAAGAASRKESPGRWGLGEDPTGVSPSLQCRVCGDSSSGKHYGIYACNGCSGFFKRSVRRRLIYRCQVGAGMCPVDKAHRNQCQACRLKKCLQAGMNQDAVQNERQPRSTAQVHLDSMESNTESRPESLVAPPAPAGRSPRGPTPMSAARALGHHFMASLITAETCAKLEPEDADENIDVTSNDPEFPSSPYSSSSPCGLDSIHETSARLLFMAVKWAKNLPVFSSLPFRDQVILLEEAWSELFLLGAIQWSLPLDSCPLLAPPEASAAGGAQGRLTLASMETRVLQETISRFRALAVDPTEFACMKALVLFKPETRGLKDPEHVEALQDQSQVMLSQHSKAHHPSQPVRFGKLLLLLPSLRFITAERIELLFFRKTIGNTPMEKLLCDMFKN
KKLEB cytotox: CF airway cell cytotoxicity counter-screen | KKLEB CF airway cells viability, ATPlite luminescence, overnight; hits give low values; cells stimulated with P. aeruginosa culture filtrate | activity change (cytotoxicity), % at 5 µM | hit rate 0.36% among 360,000 | AID 602141;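 active means corrected activity change at or below -50% at 5 µM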
CF NFkB block: blocks PAF-induced NF-kB reporter in cystic fibrosis cells | KKLEB NF-kB-GFP reporter, GFP fluorescence overnight | inhibition, % at 5 µM | hit rate 0.86% among 360,000;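 active means at least 50% inhibition at 5 µM, scaled per plate between neutral and stimulator controls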;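 further: PAF is a Pseudomonas aeruginosa culture filtrate used as stimulus; plate controls were PAF-stimulated DMSO wells for no effect and unstimulated DMSO wells for full effect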
HIF-2a block: blocks HIF-2a reporter activity; 786-0 RCC cells HIF-2a reporter, luciferase luminescence, overnight; hit rate 0.72% among 360,000; AID 624352; inhibition, % at 18.8 µM;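 active means inhibition of the luminescence signal of 40% or more relative to plate controls, in a single-dose primary screen at 18.75 µM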
TROY signal inh: inhibitors of TROY-dependent NF-kB signaling; Q293 LMP1-TROYcd NF-kB luciferase reporter, 4 h; inhibition, % at 10 µM; hit rate 0.98% among 360,000; AID 1347056;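 active means compounds whose plate-normalised and pattern-corrected inhibition of the luciferase reporter signal at the single screening dose is 50% or more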
Shn3 inh set2: reduces Shn3 3'UTR luciferase signal in osteoblasts | Clone20 osteoblast Shn3 3'UTR firefly luciferase, 24 h | inhibition, % at 12.5 µM | hit rate 0.52% among 360,000 | AID 588674;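 active means mean inhibition of at least 75% with every replicate also reaching 75%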;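 further: 0% = median of neutral control wells and 100% = pilot-screen positive control compound; some compounds past the cut are filed as inactive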
NR2E3 ag-2: NR2E3 (human) agonism. GST-NR2E3/biotin-RetCOR TR-FRET, 1536-well. inhibition of corepressor binding, % at 4.78 µM. hit rate 0.12% among 320,000. AID 2300;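 active means percent inhibition above the cutoff of mean plus 3 SD of all tested compounds, set per screening campaign, cut at about 20% in these data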;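 further: 0% = DMSO wells and 100% = biotin wells as full block of FRET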
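Material: NR2E3–RetCOR corepressor complex / Incubation: Compound–protein incubation for 5 h at 4 °C / Dosing: compound at 4.8 µM, single dose / Detection: time-resolved FRET / Benchmarks: high control biotin, low control 0.6% DMSO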
TWEAK-Fn14 inh: blocks TWEAK-Fn14 interaction in a reporter cell assay. TWEAK-stimulated Fn14 reporter cells, luciferase luminescence, 8 h. inhibition, % at 10 µM. hit rate 2% among 360,000. AID 1159606; in the data active means inhibition above about 50%
C8 TRAIL sens: sensitizes caspase-8 expressing cells to TRAIL; NB7+C8 cells + TRAIL, ATPlite viability luminescence; hit rate 1% among 360,000; inhibition (viability loss, TRAIL sensitization), % at 10 µM;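 active means compounds causing at least 50% loss of cell viability in the single-dose screen, relative to plate controls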
* marks the source's active call; other numbers are inactive results; . = no result given. Only part of the results is shown (hit frequency here may not be typical).

Assay codes: A = MITF TRPM1 inh; B = Peg3 promoter; C = NR2E3 ag-1; D = KKLEB cytotox; E = CF NFkB block; F = HIF-2a block; G = TROY signal inh; H = Shn3 inh set2; I = NR2E3 ag-2; J = TWEAK-Fn14 inh; K = C8 TRAIL sens
CC1(C)CC(=O)C2=C(C1)N(CCN1CCOCC1)C1=C(C(=O)CC(C)(C)C1)C2c1ccc(Cl)c([N+](=O)[O-])c1
  A = -9	B = 36	C = 10	D = -8	E = 20	F = 17	G = 13	H = 8	I = -1	J = 43	K = -6

CCOC(=O)C1=C(C)N(CCCC(=O)O)C(=O)NC1c1ccccc1OS(=O)(=O)c1ccccc1[N+](=O)[O-] (stereo unspecified)
  A = -6	B = -3	C = -14	D = 1	E = 18	F = 10	G = -8	H = -21	I = 1	J = -2	K = -3

COc1cc(CNc2ncc(-c3ccc(Br)cc3)n2C)cc(OC)c1OC
  A = -12	B = 24	C = -1	D = -2	E = -19	F = 11	G = -2	H = 7	I = 0	J = -2	K = 9

CCn1nnc2cc(C(=O)Nc3cc(S(C)(=O)=O)ccc3Cl)ccc21
  A = -13	B = 2	C = -26	D = 5	E = 0	F = -6	G = -1	H = 23	I = 4	J = -21	K = -7

O=C(CCc1nc2ccccc2c(=O)[nH]1)NNC(=O)COc1ccccc1Cl
  A = -8	B = 11	C = -18	D = 15	E = 31	F = 0	G = -18	H = 6	I = -2	J = 3	K = 11

Cc1ccc(C(C)C)c(OCCN2CCc3ccccc3C2)c1
  A = 6	B = 27	C = -1	D = 0	E = -2	F = 9	G = -1	H = 1	I = 5	J = 20	K = 19

O=C1C2C3C=CC(CC3)C2C(=O)N1c1ccc(F)cc1 (stereo unspecified)
  A = -7	B = 10	C = -21	D = -3	E = 13	F = 16	G = 11	H = 2	I = -1	J = 12	K = -8

CCCc1nn2c(=O)cc(O)nc2s1
  A = 4	B = 15	C = -3	D = 7	E = 8	F = 21	G = 5	H = -9	I = 3	J = 2	K = 1

Cc1ccn2c(Nc3ccccc3C)c(-c3cccnc3)nc2c1
  A = 4	B = -5	C = -30	D = -13	E = -16	F = -2	G = 12	H = -2	I = 1	J = -83	K = 0

CN(CC(=O)NC1CCN(Cc2ccccc2)CC1)S(=O)(=O)c1ccc(Cl)cc1
  A = -13	B = 3	C = 3	D = -3	E = 1	F = 4	G = 3	H = 0	I = -3	J = 4	K = 3

Cc1cc(O)c(C(=O)Nc2cccc(Cl)c2)c(=O)n1C
  A = -54	B = -278	C = -101	D = 8	E = -19	F = -221	G = -86	H = -114	I = 0	J = -32	K = 9

Nn1c(SCc2ccc(F)cc2)nnc1-c1cccnc1
  A = -11	B = -10	C = -3	D = -3	E = -12	F = -39	G = 5	H = -26	I = 2	J = -2	K = 15

CCN(CC)CCN1C(=O)c2oc3ccccc3c(=O)c2C1c1ccccc1 (stereo unspecified)
  A = -5	B = 1	C = -8	D = 1	E = 1	F = -31	G = -4	H = 12	I = -1	J = -14	K = -8

Oc1ccccc1/C=N/n1c(COc2ccccc2)n[nH]c1=S
  A = 2	B = -4	C = -2	D = -21	E = 2	F = 9	G = 5	H = 3	I = -3	J = 7	K = -6

CCOCC(O)CNC(=O)c1ccc(OC2CCN(C(=O)c3cccnc3)CC2)cc1 (stereo unspecified)
  A = 6	B = 16	C = 10	D = -19	E = 2	F = 4	G = 14	H = 12	I = -2	J = -1	K = 3

COc1ccc(OCCC(=O)OCC(=O)NCc2ccc(F)cc2)cc1
  A = -18	B = 2	C = -20	D = 10	E = 10	F = 12	G = 3	H = -7	I = 1	J = 7	K = -1

O=C(NCCN1CCOCC1)c1c(F)c(F)c(F)c(F)c1F
  A = -3	B = -24	C = 1	D = -12	E = 17	F = 1	G = -6	H = 14	I = -3	J = -12	K = -11

COCCN(C(=O)CSc1nnc(C)n1-c1ccccc1)c1c(N)n(Cc2ccccc2)c(=O)[nH]c1=O
  A = 1	B = 9	C = -7	D = 0	E = 4	F = 12	G = -10	H = -10	I = 2	J = 8	K = -3

Cc1ccc(NC(=O)c2ccc(Cn3cc(Br)cn3)o2)cc1
  A = 1	B = -17	C = -6	D = 9	E = -17	F = -71	G = 10	H = 30	I = 4	J = 12	K = -18

CC(=O)Nc1cccc(NC(=O)C2CC3CCC2C3)c1 (stereo unspecified)
  A = -4	B = 13	C = -3	D = -2	E = -11	F = 0	G = 13	H = -19	I = 1	J = -16	K = -12

Cc1cc(NC(=O)c2ccc(NC(=O)C3CC3)cc2)no1
  A = -20	B = -80	C = -19	D = 11	E = -13	F = -116	G = -35	H = -23	I = 4	J = -3	K = -4

O=C(CC1C(=O)NCCN1Cc1ccccc1)NCCC1=CCCCC1 (stereo unspecified)
  A = -6	B = -11	C = 24	D = 10	E = 4	F = 5	G = 16	H = -2	I = 1	J = 8	K = -1

O=C(Nc1sc2c(c1C(=O)NCCO)CCCC2)c1ccco1
  A = -2	B = 17	C = -4	D = -22	E = 8	F = 2	G = 3	H = 3	I = 3	J = -1	K = 15

CCN(CC(=O)Nc1cc(S(=O)(=O)N2CCOCC2)ccc1C)Cc1ccccc1
  A = 18	B = -6	C = -15	D = -16	E = 24	F = -2	G = -3	H = -1	I = 6	J = -14	K = 10

COC(=O)c1ccc(OC)c(CN2CCCN(Cc3cc(C)ccc3C)S2(=O)=O)c1
  A = -4	B = 12	C = -5	D = 8	E = -1	F = 19	G = -2	H = 79	I = -1	J = -20	K = 13

O=C(COc1ccccc1[N+](=O)[O-])N/N=C/c1cccc(OC(=O)c2ccc3c(c2)OCO3)c1
  A = -90	B = -326	C = -97	D = 26	E = -22	F = -282	G = -49	H = -12	I = 0	J = -32	K = 24

CCOc1ccc(-n2c(C)c(C(C)=O)c(C(C)=O)c2C)cc1
  A = 3	B = 10	C = -15	D = 2	E = 14	F = 16	G = 9	H = 1	I = 2	J = 26	K = -2

CC(=O)Nc1nc(C)c(-c2csc(Nc3ccc(S(N)(=O)=O)cc3)n2)s1
  A = 1	B = -1	C = -11	D = 0	E = 28	F = 17	G = 32	H = 20	I = 1	J = 10	K = 9

O=C1c2ccccc2C2(c3ccc(F)cc3)NCCN12 (stereo unspecified)
  A = -8	B = 1	C = 10	D = 9	E = -11	F = 3	G = 6	H = -28	I = -2	J = -13	K = -3

COc1ccc(/C=C2\SC(=O)N(CCC(=O)NC3CCS(=O)(=O)C3)C2=O)cc1 (stereo unspecified)
  A = -71	B = -256	C = -39	D = 3	E = -8	F = -178	G = -44	H = -55	I = -4	J = -7	K = 16

Complete entries, quoted from the list.
O=C(Nc1sc2c(c1C(=O)NCCO)CCCC2)c1ccco1 in the list: MITF TRPM1 inh: -2; Peg3 promoter: 17; NR2E3 ag-1: -4; KKLEB cytotox: -22; CF NFkB block: 8; HIF-2a block: 2; TROY signal inh: 3; Shn3 inh set2: 3; NR2E3 ag-2: 3; TWEAK-Fn14 inh: -1; C8 TRAIL sens: 15
COC(=O)c1ccc(OC)c(CN2CCCN(Cc3cc(C)ccc3C)S2(=O)=O)c1 in the list: MITF TRPM1 inh: -4; Peg3 promoter: 12; NR2E3 ag-1: -5; KKLEB cytotox: 8; CF NFkB block: -1; HIF-2a block: 19; TROY signal inh: -2; Shn3 inh set2: 79; NR2E3 ag-2: -1; TWEAK-Fn14 inh: -20; C8 TRAIL sens: 13

Additional results.
Assay codes: A = MITF TRPM1 inh; B = Peg3 promoter; C = NR2E3 ag-1; D = KKLEB cytotox; E = CF NFkB block; F = HIF-2a block; G = TROY signal inh; H = Shn3 inh set2; I = NR2E3 ag-2; J = TWEAK-Fn14 inh; K = C8 TRAIL sens
Cc1ccc(CN2CC(C(=O)Nc3ccc(C)c(S(=O)(=O)N4CCCCC4)c3)CC2=O)cc1 (stereo unspecified)
  A = 2	B = 22	C = 10	D = -4	E = 8	F = 13	G = 25	H = 56	I = .	J = 25	K = 9

O=C(O)c1ccc(-c2ccc(Cl)cc2Cl)o1
  A = 13	B = 12	C = -1	D = 0	E = -7	F = 6	G = -27	H = 12	I = 5	J = -17	K = 2

CCN(CC)S(=O)(=O)c1ccc(OC)c(NC(=O)CSc2cc(C)ccc2C)c1
  A = 1	B = 4	C = -11	D = -9	E = -10	F = 13	G = -12	H = 32	I = 2	J = 24	K = -13

O=C(COC(=O)CNC(=O)c1cccc([N+](=O)[O-])c1)Nc1cccc(S(=O)(=O)N2CCCCC2)c1
  A = 4	B = 19	C = 4	D = 4	E = -11	F = 15	G = 29	H = -20	I = 3	J = -1	K = -9

Cc1nc2sc(C(c3ccccc3)N3CCN(C(=O)c4ccco4)CC3)c(O)n2n1 (stereo unspecified)
  A = -3	B = 10	C = -6	D = 7	E = -22	F = -7	G = -4	H = -16	I = 1	J = 2	K = 8

O=C(/C=C/[C@H]1O[C@@H](n2cnc3c(NC(=O)c4ccccc4)ncnc32)[C@H](O)[C@@H]1O)NCc1cccc2ccccc12
  A = .	B = 13	C = -8	D = -8	E = 10	F = 3	G = 7	H = 16	I = .	J = -17	K = 36

CC(=O)c1ccc(OCCCC(=O)N2CCN(S(=O)(=O)c3ccc(C)cc3C)CC2)cc1
  A = 2	B = -2	C = -1	D = 16	E = -28	F = 3	G = -12	H = 33	I = 3	J = -5	K = -6

C#CCNC(=O)C1=C[C@H](c2ccccc2)[C@@H](CCCO)[C@H](OCC)O1
  A = 2	B = -5	C = -8	D = 22	E = -31	F = 12	G = -3	H = -9	I = 0	J = -2	K = 15

CC(C)(C)c1ccc(OCC(=O)NNC(=S)NC(=O)c2ccccc2[N+](=O)[O-])c(Br)c1
  A = 16	B = 7	C = -3	D = -12	E = 6	F = 3	G = 28	H = 12	I = -1	J = 7	K = 12

CCCC(=O)Nc1ccccc1NC(=O)CCC
  A = 22	B = 11	C = -1	D = -21	E = 9	F = 17	G = 3	H = 13	I = 5	J = 8	K = 2

O=C(COc1ccc(Cl)cc1Cl)N/N=C1\CCCc2ccccc21
  A = -12	B = -90	C = -26	D = 1	E = 2	F = -146	G = -17	H = 23	I = 0	J = 9	K = 8

CCCN1CN(CCc2ccccc2)CNC1=S
  A = 3	B = 22	C = 11	D = 1	E = 4	F = 9	G = -11	H = 10	I = 2	J = 104*	K = -4

CCOc1ccc(Br)cc1S(=O)(=O)N1CCCC1
  A = 0	B = 15	C = -5	D = 10	E = -9	F = 13	G = -16	H = -11	I = -2	J = 0	K = -4

Cc1ccc(S(=O)(=O)N(CC(=O)N(C)C)c2cccc([N+](=O)[O-])c2)cc1
  A = 5	B = 27	C = 12	D = 0	E = 14	F = 12	G = 0	H = 19	I = 2	J = 9	K = -4
